Screening data: PubChem BioAssay, National Center for Advancing Translational Sciences (NCATS)
POLH inh: qHTS for Inhibitors of Polymerase Eta | DNA polymerase eta (Homo sapiens), Q9Y253 | recombinant Pol eta, fluorescent DNA replication assay | Potency, µM (titrated, usually from 114 µM), without a hit: at the highest dose activity change, negative = inhibition, hits mostly inhibitors | 390,000 tested, 1.2% active; also: potency is read from the fitted curve at half-maximal effect; % is scaled to controls: 0 for no effect and ±100 for the full control effect
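Pol eta at 10 nM preincubated with compounds 15 min at room temperature; reaction started with fluorescent substrate (50 nM final) and read kinetically at 0 and 10 min.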
Anesthetic bind: qHTS Assay for Identification of Novel General Anesthetics; apoferritin/1-aminoanthracene competitive binding, fluorescence; Potency, µM (doses to about 77.5 µM), for the others: at the top dose activity change, negative = displacement, usual class: inhibitors; 350,000 tested, 0.074% active; also: potency is read from the fitted curve at half-maximal effect; % is scaled to controls: 0 for no effect and ±100 for the full control effect; nearly all actives have a fitted effect of over 20% in size
Target sequence (P02791 2-175 limits assumed): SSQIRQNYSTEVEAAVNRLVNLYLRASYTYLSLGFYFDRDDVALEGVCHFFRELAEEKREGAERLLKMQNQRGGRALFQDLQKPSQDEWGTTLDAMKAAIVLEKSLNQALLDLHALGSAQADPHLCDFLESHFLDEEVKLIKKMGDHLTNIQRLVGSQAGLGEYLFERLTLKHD
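In PBS, apoferritin at 10 uM is loaded with 1-AMA from a 50% saturated solution. After 10 min of compound exposure at ambient temperature, reduced 535 nm fluorescence indicates probe displacement.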
RXFP1 antagonist: qHTS Assay for Antagonists of the Relaxin Receptor RXFP1; HEK293-RXFP1, relaxin-stimulated cAMP HTRF, 30 min; hits give low values; activity change, negative = inhibition, % at 57.5 µM; 350,000 tested, 0.59% active; AID 1259400, 2018;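 active = activity change of -60% or lower, but not beyond a set lower limit; inconclusive = change between -60% and -40%, or beyond the set limit; inactive = change above -40%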; also: % is scaled to controls: 0 for no effect and ±100 for the full control effect
POLI inh: qHTS for Inhibitors of Polymerase Iota; Potency, µM (doses to about 115 µM), inactives show top-dose activity, negative = inhibition, usual class: inhibitors; Pol iota fluorescent replication assay, 10 min; DNA polymerase iota (Homo sapiens), Q9UNA4; 390,000 tested, 1% active; also: potency is read from the fitted curve at half-maximal effect
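Fluorescent replication assay read twice, at 0 min and 10 min after adding 50 nM (final) substrate. Enzyme (10 nM) and compounds were first incubated 15 min at room temperature; enzyme-free buffer wells were negative controls.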
APEX1 inh: qHTS Assay for Inhibitors of the Human Apurinic/apyrimidinic Endonuclease 1 (APE1); recombinant APE1, TAMRA/BHQ-2 abasic DNA cleavage fluorescence; Potency, µM (series often up to 65.8 µM), for the others: top-dose activity change, negative = inhibition, usual class: inhibitors; 350,000 tested, 0.35% active; AID 2517, 2012;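 also: potency is read from the fitted curve at half-maximal effect; plate controls were vehicle for no effect and reference inhibitor for full effect; nearly all actives have a fitted effect of over 55% in size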
Target sequence (P27695 whole entry, looked up): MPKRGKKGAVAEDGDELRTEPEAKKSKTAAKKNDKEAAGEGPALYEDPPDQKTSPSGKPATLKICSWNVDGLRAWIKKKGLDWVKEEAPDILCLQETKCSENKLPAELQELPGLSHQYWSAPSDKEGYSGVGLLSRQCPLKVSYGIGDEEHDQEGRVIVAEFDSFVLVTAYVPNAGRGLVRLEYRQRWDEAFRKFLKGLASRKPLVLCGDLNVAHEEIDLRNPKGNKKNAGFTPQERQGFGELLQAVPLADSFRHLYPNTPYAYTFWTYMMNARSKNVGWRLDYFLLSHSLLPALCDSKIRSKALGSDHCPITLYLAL
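Measures dequenching upon AP-site incision of a 5'-TAMRA/3'-BHQ-2 THF-containing duplex, 50 nM; human APE1 0.75 nM after 15 min room-temperature exposure to compound; kinetic three-point read at one-minute spacing.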
POLB inh: qHTS Assay for Inhibitors of DNA Polymerase Beta; AID 485314, 2010; 340,000 tested, 1.3% active; Pol beta primer extension/strand displacement, fluorescence kinetic; P06746; Potency, µM (top dose mostly 114 µM), for inactives: at the highest dose activity change, negative = inhibition, most hits filed as inhibitors; also: potency is read from the fitted curve at half-maximal effect; % is scaled to controls: 0 for no effect and ±100 for the full control effect
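Kinetic readout of DNA synthesis with strand displacement by Pol beta. Compound and 10 nM enzyme sit 15 min at room temperature; 50 nM substrate starts the reaction, read immediately and at 10 min.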
PGK inhibitor: qHTS Assay to Find Inhibitors of Phosphoglycerate Kinase | Phosphoglycerate kinase, glycosomal (Trypanosoma brucei brucei), P07378 | PGK/GAPDH coupled, Kinase-Glo luminescence, 60 min | Potency, µM (titrated, usually from 57.5 µM), for inactives: at the highest dose activity change, negative = inhibition, usual class: inhibitors | 380,000 tested, 0.043% active | AID 602233, 2012; also: potency is read from the fitted curve at half-maximal effect; % is scaled to controls: 0 for no effect and ±100 for the full control effect; nearly all actives have a fitted effect of over 60% in size
Target sequence (P07378 whole entry, looked up): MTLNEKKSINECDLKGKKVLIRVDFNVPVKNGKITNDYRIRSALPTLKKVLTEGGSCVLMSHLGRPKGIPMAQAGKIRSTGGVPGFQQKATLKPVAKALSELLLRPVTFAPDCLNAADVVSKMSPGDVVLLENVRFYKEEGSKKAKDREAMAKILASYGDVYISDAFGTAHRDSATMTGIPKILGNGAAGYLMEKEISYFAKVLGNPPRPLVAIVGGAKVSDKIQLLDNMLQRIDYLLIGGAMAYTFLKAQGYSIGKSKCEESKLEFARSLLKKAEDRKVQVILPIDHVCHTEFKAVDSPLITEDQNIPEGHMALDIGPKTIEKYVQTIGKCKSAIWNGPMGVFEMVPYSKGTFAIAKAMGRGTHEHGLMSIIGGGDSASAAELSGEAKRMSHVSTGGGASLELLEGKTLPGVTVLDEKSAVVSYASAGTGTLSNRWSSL
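Luminescent ATP detection (Kinase-Glo Plus) follows a 60-minute room-temperature incubation, with wells lacking PGK as controls. Buffer: 100 mM TEA (pH 7.6), 5 mM MgCl2, 0.01% Tween-20. Coupling enzyme GAPDH (100 nM final) supplies unstable 1,3-BPG in-well.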
POLK inh: qHTS for Inhibitors of Polymerase Kappa | purified Pol kappa, fluorescent DNA synthesis assay, 10 min | Potency, µM (doses to about 107 µM), for the others: top-dose activity, negative = inhibition, actives largely listed as inhibitors | 400,000 tested, 0.53% active | AID 588579, 2011; also: potency is read from the fitted curve at half-maximal effect; % is scaled to controls: 0 for no effect and ±100 for the full control effect
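Fluorescent qHTS in 1536-well format: enzyme (10 nM) and compound sat 15 min at room temperature before 50 nM substrate (final) was added. Signal taken at 0 and 10 min; no-enzyme buffer wells were negative controls.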
BLM helicase inh: qHTS Assay for Inhibitors of Bloom's syndrome helicase (BLM). recombinant BLM DNA unwinding, fluorescence dequenching. Potency, µM (doses to about 56.1 µM), for inactives: at the top dose activity change, negative = inhibition, hits mostly inhibitors. 350,000 tested, 0.2% active;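 also: potency is read from the fitted curve at half-maximal effect; plate controls were vehicle for no effect and no enzyme for full effect; nearly all actives have a fitted effect of over 35% in size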
The depositor's hits bear a star; i = inactive; ? = inconclusive; nt = not tested or not shown; & = joins results of further samples; [ ] = dose if it differs, or a comment. Unless noted, calls follow the shape of the dose curve; as a rule, active = well fitted curve in the direction sought with a large enough effect; inconclusive = small, poorly fitted or top-dose-only effect, or another doubt; inactive = no such curve, though single readings can be large; an effect the other way counts as inactive or inconclusive. Some of the compounds tested, so the mix of outcomes need not match the whole.

item	structure	POLH inh	Anesthetic bind	RXFP1 antagonist	POLI inh	APEX1 inh	POLB inh	PGK inhibitor	POLK inh	BLM helicase inh
1	Oc1ccc(Cl)cc1-c1cc(-c2ccccc2Cl)[nH]n1	1%	2%	0	0%	-4%	2%	-2%	-6%	-1%
2	OCCN(CCCn1c(C(F)(F)F)nc2ccccc21)c1nc(CN2CCCCC2)cs1	-10%	?	nt	47%[activator]	38%	0%	7%	-1%	4%
3	NC(=O)C1CCN(C(=O)c2cc(-c3ccc(Cl)cc3)nc3ccccc23)CC1	-16%	nt	4	17%	24%	nt	-1%	-15%	nt
4	COc1ccccc1CNC(=O)c1cc2c(s1)-c1ccccc1OC2	-18%	283%[activator]	-3	-19%	nt	-28%	10%	-9%	-10%
5	Cc1ccc(N(O)C(=O)NCCCCNC(=O)N(O)c2ccc(C)cc2)cc1	-15%	-17%	-4	18%	-4%	22%	-4%	-4%	-11%
6	Cc1ccc(Sc2c(C#N)c(-c3ccccc3)nn2C)cc1	-17%	82%[activator]	6	-6%	22%	24%	5%	-28%	-10%
7	CCC1C(=O)N=C(SCC(=O)Nc2ccc(C(=O)OC)cc2)NC1=O (stereo not drawn)	-19%	0%	-6	13%	-6%	2%	2%	-6%	-1%
8	Cc1csc(NC(=O)CSc2nnc(-c3cccnc3)o2)n1	-19%	-5%	5	38%[activator]	-4%	?	-3%	-5%	1%
9	COC(=O)c1sc(NC(=O)/C=C/c2ccc(C)o2)nc1C	-15%	-3%	1	10%	1%	18%	i	-7%	-3%
10	Cn1ccc(C(=O)OCC(=O)Nc2ccccc2Cl)n1	-4%	-23%	-22	-27%	30%	16%	-4%	0%	0%
11	CN1C(=O)c2ccc(C(=O)NCc3ccccc3)cc2C1=O	-14%	1%	21	15%	17%	0%	nt	-7%	4%
12	CCOC(=O)c1cn2nc(Oc3ccc(OC)cc3)ccc2n1	-18%	-2%	-1	25%	-2%	-1%	-6%	-1%	-22%
13	CN(C)CCCn1c(SCC(=O)Nc2sc3c(c2C#N)CCCC3)nnc1-c1ccncc1	0%	-20%	-31	40%[activator]	0%	-2%	nt	0%	-9%
14	Cc1cccc(NC(=O)NC2CCCCCCC2)c1	-6%	-24%	-12	23%	-19%	8%	-2%	0%	-5%
15	O=C1C2C3C=CC(CC3)C2C(=O)N1/N=C/c1ccc(O)c(O)c1 (stereo not drawn)	4µM*	-14%	13	?	-11%	?	-12%	?	-4%
16	COc1ccc(-c2nc(NC(=O)c3n[nH]c(=O)c4ccccc34)sc2C)cc1	-14%	-5%	3	18%	6%	4%	2%	0%	-4%
17	Cc1cccc(N(CC(=O)NCCSCc2ccccc2)S(=O)(=O)c2ccccc2)c1C	?	85%[activator]	nt	20%	nt	3%	7%	-6%	-10%
18	COC(=O)CNC(=O)C(CCSC)NC(C)=O (stereo not drawn)	-13%	-3%	1	61%[activator]	1%	-2%	11%	-15%	-2%
19	Cc1ccc(OCC(O)CN2CCOCC2)cc1C (stereo not drawn)	4%	2%	2	45%[activator]	10%	23%	-1%	3%	2%
20	Cn1cc(C(F)(F)F)nc1-c1ccc(OCC(O)CNCCOc2ccc(O)c(C(N)=O)c2)cc1 (stereo not drawn)	-2%[57.1 µM]	-12%&-5%	nt	-4%[58.9 µM]	2%&1%&1%	-5%[57.1 µM]	-3%	0%[60.1 µM]	-7%
21	CCOC(=O)CSc1nnc(-c2ccccc2)c(-c2ccccc2)n1	-8%	4%	9	12%	13%	-14%	3%	-4%	-11%
22	OCC1(CC2CCCCO2)CCN(Cc2ccccc2-c2ccco2)CC1 (stereo not drawn)	13%	-10%	-22	88%[activator]	-4%	17%	-4%	-17%	0%
23	CCCCCOc1ccc(C(=O)Nc2ccc(N3CCOCC3)cc2N2CCOCC2)cc1	-26%	nt	5	33%	7%	nt	i	-7%	nt
24	COc1ccc(CNC(=O)CCCn2nc(C)c3sc4ccccc4c3c2=O)cc1OC	-6%	3%	-28	73%[activator]	nt	-13%	4%	-15%	-4%
25	N#Cc1ccc(OCC(=O)OCCCOC(=O)COc2ccc(C#N)cc2)cc1	-2%	6%	10	26%	51%[activator]	5%	-5%	-16%	1%
26	Cc1cc(-c2ccc(C)c(S(=O)(=O)NCc3cccc(Br)c3)c2)on1	-25%&-26%	40%&0%[activator]	-6&-20	22%&32%	10%	4%&-16%	-5%	-16%&-1%	-12%&-9%
27	Cc1ccc2nc(Cc3ccc(N)cc3)[nH]c2c1	-5%	-9%	-5	-11%	-2%	33%[activator]	4%[11.5 µM]	-11%	0%
28	O=C(NNC(=S)NCc1ccccc1)c1ccccc1OC(F)F	-20%	-3%	6	12%	3%	16%	-1%	0%	2%
29	CC12CC3(C)CC(C)(C1)CC(C(=O)NC(=S)N1CCOCC1)(C2)C3	-16%	-10%	2	54%[activator]	-11%	4%	2%	-6%	-5%
30	CCOc1ccc(/C=N/NC(=O)c2cc3c(OC)cccc3[nH]2)cc1	?	68%[activator]	-6	25µM*	-28%	50µM*	-12%	-37%	-25%

Limited to RXFP1 antagonist and POLB inh (two entries from above):
no.	compound	RXFP1 antagonist	POLB inh
13	CN(C)CCCn1c(SCC(=O)Nc2sc3c(c2C#N)CCCC3)nnc1-c1ccncc1	-31	-2%
14	Cc1cccc(NC(=O)NC2CCCCCCC2)c1	-12	8%

Next section
item	structure	POLH inh	Anesthetic bind	RXFP1 antagonist	POLI inh	APEX1 inh	POLB inh	PGK inhibitor	POLK inh	BLM helicase inh
31	Cc1ccc(NC(=O)N2CCc3ccccc3C2)cc1	-6%	?	12	8%[58.9 µM]	18%	-1%	-4%	3%	-2%
32	CC1(C)CC(NC(=O)c2cc(S(=O)(=O)N3CCOCC3)ccc2Cl)CC(C)(C)N1	-5%	nt	-1	-7%	13%	nt	1%	-8%	nt
33	CC(C)c1cc(CNC(=O)C2CCC(=O)N(Cc3ccccc3F)C2)on1 (stereo not drawn)	-21%	-8%	-5	2%	47%[activator]	17%	-6%	-12%	2%
34	CC(C)CC(NC(=O)c1cccc(Cl)c1)C(=O)O (stereo not drawn)	-21%	-9%	-2	17%	5%	53%	-9%	-9%	?
35	O=C(O)c1ccccc1SC1CC(=O)N(c2ccccc2)C1=O (stereo not drawn)	-6%	-12%	6	-7%	4%	-19%	-7%	-8%	-3%
36	CCn1c(=N)n(CC(O)c2cccs2)c2ccccc21 (stereo not drawn)	-17%	0%	-8	14%	5%	5%	-9%	-16%	24%
37	CC(C)=CCC/C(C)=C/CNC(=O)C[C@H]1C[C@H](C(=O)N2CCOCC2)[C@@]2(C)c3[nH]c4ccc(Cl)cc4c3CCN2C1=O	-17%	nt	nt	56%[activator]	-18%	nt	-3%	-10%	nt
38	COCC(=O)NCc1nc2ccccc2n1Cc1ccccc1F	-8%	-5%	-1	44%[activator]	-2%	9%	-3%	-15%	1%
39	CCOc1ccc(/C=C/C(=O)Nc2ccccc2C(F)(F)F)cc1	-14%	-8%	-19	-15%	1%	1%	i	2%	-1%
40	Cc1cc(C)nc(-n2ncc3c2CC(c2cccc(Cl)c2)CC3=O)n1 (stereo not drawn)	-15%	-22%	14	44%[activator]	-1%	-27%	-8%	-12%	-1%
41	N#Cc1c(-n2cccc2/C=N/O)sc2c1CCCC2	-13%	?	nt	32%[activator]	-3%	1%	1%	-4%	-2%
42	COc1ccc(CCN2C(=O)CN=C2Nc2ccc(F)cc2)cc1OC	1%	-1%	-17	-6%	0%	?	-3%	0%	0%
43	COc1ccc(N2CCN(c3cc(C)c4ccc(C)cc4n3)CC2)cc1	-1%	-5%	-27	146%[activator]	-8%	1%	-5%	-17%	-7%
44	CCCn1nc2ccccc2c1P(=N)(N1CCOCC1)N1CCOCC1	-3%	0%	-4	18%	1%	-2%	4%	-9%	1%
45	COc1ccc(CNC(=S)Nc2cc(C)cc(C)c2)cc1	4%	-14%	8	13%	14%	5%	-1%	-3%	-1%
46	CC(OC(=O)c1ccc2c(=O)n3c(nc2c1)CCCCC3)C(N)=O (stereo not drawn)	-1%	-4%	-40	52%[activator]	15%	1%	5%	-11%	-11%
47	O=C(NC1CCCc2ccccc21)c1ccccc1OC(F)F (stereo not drawn)	-13%	-23%	9	-1%	23%[12.4 µM]	42%	-8%	-21%	0%
48	NC(=O)c1ccc(NC(=O)CCCc2nc(-c3ccccc3Cl)no2)cc1	-2%	-11%	0	5%	3%	27%	-6%	-3%	-1%
49	CCCCNc1nc(N(C)c2ccccc2)nc(-n2ccnc2)n1	-8%	-18%	-18	35%[activator]	-5%	7%	i	-7%	-4%
50	Cc1ccc(-c2nc(CC(=O)Nc3cccc(S(=O)(=O)NC4=NCCC4)c3)cs2)cc1	-10%	nt	2	22%	-13%	nt	3%	2%	nt
51	O=C(NC1CC1)C1=C[C@H](c2ccc(C(F)(F)F)cc2)C[C@H](OCCCCO)O1	-9%	nt	nt	-5%	nt	nt	1%	-8%	nt
52	O=c1oc2ccc3ccccc3c2cc1-c1nnc(-c2cccs2)o1	-10%	13%	-11	136%[activator]	-2%	-3%	i	-2%	0%
